Growth percent in the NCI-60 one-dose screen (48 h, 10 µM unless noted): 100 = growth as untreated, 0 = no growth, -100 = all killed.
RPMI-8226 – RPMI-8226 leukemia cells | 7.5% of 77,000 active | AID 1794781
EKVX – EKVX NSCLC; AID 1794765; 3% of 71,000 active
HOP-92 – HOP-92 NSCLC cells. 6.3% of 71,000 active. AID 1794738
MOLT-4 – MOLT-4 leukemia cells | 6.9% of 80,000 active
HOP-62 – HOP-62 NSCLC. AID 1794735. 3.9% of 80,000 active
K-562 – K-562 leukemia. 7.4% of 78,000 active
SR – SR leukemia cells. 8.7% of 73,000 active. AID 1794780
CCRF-CEM – CCRF-CEM leukemia. 7% of 77,000 active. AID 1794778
Numbers without * were called inactive; . = no result given. How the source made its calls: active means growth percent below 10; inactive means the rest.

Preview:
SMILES	RPMI-8226	EKVX	HOP-92	MOLT-4	HOP-62	K-562	SR	CCRF-CEM
O=c1c2ccccc2ncn1-c1ccncc1	86	87	61	88	89	101	104	101
COc1cccc(C2=NN(/C=C3\SC(=O)NC3=Nc3ccc(Cl)cc3)C(c3ccc(F)cc3F)C2)c1 (stereo unspecified)	87	90	111	94	114	91	121	100
COc1cc(C(=O)/C=C/c2c(Cl)nc3sccn23)cc(OC)c1OC	41	91	57	74	83	38	.	49

All compounds of this part, from the first entry:
SMILES	RPMI-8226	EKVX	HOP-92	MOLT-4	HOP-62	K-562	SR	CCRF-CEM
O=c1c2ccccc2ncn1-c1ccncc1	86	87	61	88	89	101	104	101
COc1cccc(C2=NN(/C=C3\SC(=O)NC3=Nc3ccc(Cl)cc3)C(c3ccc(F)cc3F)C2)c1 (stereo unspecified)	87	90	111	94	114	91	121	100
COc1cc(C(=O)/C=C/c2c(Cl)nc3sccn23)cc(OC)c1OC	41	91	57	74	83	38	.	49
O=C1c2cccc3c(-c4ccc5c(c4)ncn5C4CCCCC4)ccc(c23)C(=O)N1c1nc2ccccc2s1	76	76	76	81	82	.	81	83
O=C(Nc1ccc(Cl)c(Cl)c1)C1C(=O)C(=O)N(c2ccc(Cl)c(Cl)c2)C1=O (stereo unspecified)	111	92	133	111	105	79	103	97
CCCCCCCCCCCCCCCC1=NCC[N+]1(CCO)CCO	.	72	5.2*	43	58	1.4*	.	.
CCCCCC(O)(CCC)CCCCC	104	103	94	106	92	98	103	101
CCCCCC(C)NCCOC(=O)c1ccc([N+](=O)[O-])cc1 (stereo unspecified)	96	105	87	107	89	98	91	94
O=S1(=O)CCN(C2CC2)CC1	103	.	97	104	106	100	94	98
COc1ccc(C2C(C#N)(C#N)C2(C#N)C#N)cc1	109	100	89	94	98	107	100	113
O=[N+]([O-])c1ccc(S(=O)(=O)N2CCN(C3=NS(=O)(=O)c4ccccc4N3c3ccccc3)CC2)cc1	59	102	-0.8*	95	100	85	41	125
CC1CNC(=S)N(c2ccc(F)cc2)C1=O (stereo unspecified)	104	99	90	100	104	93	101	100
O=C1/C(=C/c2ccc(Cl)cc2)SC(=Nc2ccccc2)N1Cc1nc2ccccc2[nH]1	89	156	.	83	86	82	42	.
Nc1nc(=S)c2ncn(C3OC(COP(=O)(O)O)C(O)C3O)c2[nH]1 (stereo unspecified)	11	32	33	13	20	14	12	16
Clc1ccc2c(c1)CC1C[C@@H](/C=C/c3ccccc3)N2O1 (stereo partly specified)	87	92	.	86	112	84	82	99
CO[C@H]1/C=C/O[C@@]2(C)Oc3c(C)c(O)c4c(O)c(c5c(nc6cc(C)ccn65)c4c3C2=O)NC(=O)/C(C)=C\C=C\[C@H](C)[C@H](O)[C@@H](C)C(O)[C@@H](C)[C@H](OC(C)=O)[C@@H]1C (stereo partly specified)	104	101	99	90	3.2*	95	99	101
O=C(Cc1ccccc1)Nc1ccc(-c2nc3ccccc3c(=O)[nH]2)cc1	98	96	80	93	89	94	.	97
O=C(Nc1cccc(-n2cc(-c3ccncc3)c(-c3cc(O)cc(Cl)c3)n2)c1)Nc1ccc(Cl)c(Cl)c1	-15*	.	-31*	-27*	-44*	1.1*	-21*	4.1*
CC1=Nc2cnc(Nc3ccc(N4CCOCC4)cc3)nc2Nc2ccccc21	85	89	84	85	90	86	79	97
COc1ccc2c(c1)/C(=C\c1sc(=S)[nH]c1O)C(C(=O)O)=N2	101	94	92	103	116	93	110	96
CNC(=O)c1cc(-c2ccc(NC(=O)Nc3cc(C(F)(F)F)cc(C(F)(F)F)c3)cc2)nc2cccnc12	95	69	91	90	53	90	78	90
NC(=O)C1CC1	103	.	.	107	111	108	102	98
Cc1nc(-c2ccc(Cl)cc2)ccc1NC(=O)Nc1cccc(C(F)(F)F)c1	85	101	96	88	109	81	60	79
Cc1cc2cc3cc(C)c(N(C)C)cc3[n+](C)c2cc1N(C)C	4.8*	52	-35*	34	30	45	77	13
CC(O)C(O)C(O)C(O)/C=N\Nc1ccccc1 (stereo unspecified)	84	.	51	87	95	97	82	.
O=[N+]([O-])c1ccc(N=Cc2ccc3c(c2)OCO3)cc1	95	104	.	80	94	55	79	78
CNC(=O)c1cc(Oc2ccc3nc(NC(=O)c4ccc(N5CCOCC5)c(C(F)(F)F)c4)sc3c2)ccn1	47	79	.	76	91	72	53	76
CCC(O)(C#CCl)CC	.	.	102	95	93	97	92	101
CC(C)Cn1c2c(c(=S)[nH]c1=O)CCC2	99	102	113	108	102	103	106	99
COc1ccc(-c2cn3ccnc3c(-c3ccc4c(c3)ncn4C3CCCCC3)n2)cc1	85	92	83	66	97	71	70	99
COc1ccc(-c2nc(-c3ccccc3OCc3ccccc3OC)nc(C)c2C(C)=O)cc1	73	.	71	62	92	82	79	73
Cn1cc(C(=O)Nc2cc(C(=O)Nc3cc(C(=O)NCCC(=N)N)n(C)c3)n(C)c2)cc1NC(=O)CN=C(N)N	101	104	81	91	97	95	76	101
CCC1=C(NCc2ccccc2)COC1=O	40	90	104	47	100	76	62	79
NS(=O)(=O)c1ccc(NC(=S)/N=C/c2c(O)c3ccccc3[nH]c2=O)cc1	116	100	102	113	90	103	95	124
CCCCC(CC)CNc1ncnc2[nH]ncc12 (stereo unspecified)	81	84	38	82	109	83	81	92
Cc1nc2c(cnn2-c2ccccc2)c(=O)n1-c1ccc(NC(=O)c2ccc(Cl)cc2)cc1	47	31	62	69	59	39	.	75
CC1(C)CC[C@]23CC[C@]4(C)[C@H](CC[C@@H]5[C@@]6(C)C=C(N7CCOCC7)C(=O)C(C)(C)[C@@H]6CC[C@]54C)[C@H]2[C@H]1OC3	91	88	78	79	98	68	95	.
CC(=O)O[C@H]1C(=O)[C@@]2(C)[C@H]([C@H](OC(=O)c3ccccc3)[C@]3(O)C[C@H](OC(=O)[C@H](OC(=O)CCC(=O)OC4CCC(S/N=C(N)/N=C(\N)N(C)C)CC4)[C@@H](NC(=O)c4ccccc4)c4ccccc4)C(C)=C1C3(C)C)[C@]1(OC(C)=O)CO[C@@H]1C[C@@H]2O (stereo partly specified)	14	37	55	23	30	.	11	17
CC(=O)OCC1OC(OC(C)=O)C(NC(=O)NS(=O)(=O)c2ccc(Cl)cc2)C(OC(C)=O)C1OC(C)=O (stereo unspecified)	.	103	97	103	96	99	92	99
N#Cc1ncn(C2OC(CO)C(O)C2O)c1N (stereo unspecified)	106	109	119	88	98	102	93	101

Profiles as entered above. Order of screens: RPMI-8226	EKVX	HOP-92	MOLT-4	HOP-62	K-562	SR	CCRF-CEM
CC(=O)O[C@H]1C(=O)[C@@]2(C)[C@H]([C@H](OC(=O)c3ccccc3)[C@]3(O)C[C@H](OC(=O)[C@H](OC(=O)CCC(=O)OC4CCC(S/N=C(N)/N=C(\N)N(C)C)CC4)[C@@H](NC(=O)c4ccccc4)c4ccccc4)C(C)=C1C3(C)C)[C@]1(OC(C)=O)CO[C@@H]1C[C@@H]2O (stereo partly specified) in the list: 14	37	55	23	30	.	11	17
CCCCCC(O)(CCC)CCCCC in the list: 104	103	94	106	92	98	103	101

Further records.
SMILES	RPMI-8226	EKVX	HOP-92	MOLT-4	HOP-62	K-562	SR	CCRF-CEM
Cc1nc2c(ccc3ccccc32)s1	100	110	94	103	103	115	91	86
CC(=O)Nc1cc(-c2ccc(C#N)n2C)ccc1F	97	106	112	98	96	88	93	99
Cc1c(-c2nn(-c3ccccc3)cc2/C=N\O)nnn1-c1ccc(F)cc1	97	86	84	90	90	89	84	100
COc1ccc(OC)c(/C=C/C(=O)c2cc(C(=O)c3ccc(Br)cc3)n3ccc(C)cc23)c1	89	89	65	89	89	66	63	81
CC(=O)N(C)c1cccc2ccccc12	104	100	87	111	100	97	111	99
O=C(COc1cccc(O)c1)Nc1ccc2oc(=O)ccc2c1	88	103	92	88	104	.	87	87
COC(=O)c1nc(-c2ccccc2)oc1S(=O)(=O)N1CCN(c2ccccc2)CC1	72	112	95	87	99	73	62	61
CCCCCCCCn1ccc2cc(NC(=O)Cn3cc(CN4CCN(CC)CC4)nn3)ccc21	-11*	88	55	39	90	3.4*	2.3*	-41*
O=C(NO)C(=O)NO	102	.	.	95	102	91	94	91
CCCCC(CC)COC(=O)c1cc([N+](=O)[O-])c(C(C)(C)C)c([N+](=O)[O-])c1 (stereo unspecified)	92	105	80	.	115	86	.	85
COc1ccc(/C=C/C(=O)c2c(O)c(OC)c3c(c2OC)OCO3)cc1	70	100	80	89	98	84	84	89
COc1cc2c(c3ccccc13)CCCC2=O	90	94	71	79	103	102	92	85
CC1=C(C(=O)OC(C)C)C(c2ccc3c(c2)OCO3)NC(=S)N1 (stereo unspecified)	88	94	97	110	119	107	103	105
CCc1ccc(S(=O)(=O)Nc2cc3c(C(=O)O)c(C)oc3c3ccccc23)cc1	96	98	96	98	75	107	.	95
O=C(Nc1cc(=O)[nH]c(SCC(=O)N2CCN(c3cc4c(cc3F)c(=O)c(C(=O)O)cn4C3CC3)CC2)n1)c1ccc(Cl)cc1	.	103	98	93	91	.	81	100
O=c1[nH]c(CN2CCN(c3ccccc3)CC2)nc2c(Br)cc(Br)cc12	97	96	131	90	101	98	3.5*	89
CCCCCOC(=O)c1cccnc1	106	101	97	97	92	92	111	101
COc1cc2c(cc1OC)-c1cc3c(O)[nH]c(=S)n3c(=O)c1=N2	104	97	92	95	96	94	106	97
COc1cc2c(cc1OC)C1=NN(C(=O)Nc3c(C)cccc3C)C(c3ccccc3Cl)C1C2 (stereo unspecified)	98	110	98	87	103	92	89	87
CCn1c(CSc2nc3ccccc3c(=O)n2CCc2ccccc2)n[nH]c1=S	.	.	86	71	.	72	73	84
CCOC(=O)c1[nH]n(-c2ccccc2)c(=O)c1/C=N/C(=S)Nc1ccc(Cl)cc1Cl	102	107	92	100	95	97	88	99
CC[C@H]1OC(=O)[C@H](C)[C@@H](O[C@H]2C[C@@](C)(OC)[C@@H](O)[C@H](C)O2)[C@H](C)[C@@H](O[C@@H]2O[C@H](C)C[C@H](N(C)C)[C@H]2O)[C@](C)(O)C[C@H](C)CN(C)[C@H](C)[C@@H](O)[C@]1(C)O	107	86	67	103	98	108	.	120
C#CCN1c2cccc3cccc(c23)N(CC#C)C1c1cn(-c2ccccc2)nc1-c1cccc([N+](=O)[O-])c1	101	92	101	98	88	85	97	108
C=CCSc1nc(-c2cnccn2)cc(-c2cccs2)c1C#N	100	87	.	94	70	86	89	87
Cc1ccc2nc(SCC(=O)Nc3c(C)cccc3C)n(-c3ccc(F)cc3)c(=O)c2c1	51	82	39	23	75	76	40	52
C=CC1=C(C)/C(=C\c2[nH]c(Cc3[nH]c(/C=C4\NC(=O)C(C)=C4C=C)c(C)c3CCC(=O)O)c(CCC(=O)O)c2C)NC1=O	93	96	97	94	73	98	93	90
N=c1c2c(-c3ccccc3)c(-c3ccccc3)oc2ncn1N1C(=O)c2ccccc2C1=O	99	96	90	108	96	103	108	97
COc1ccc(/C=C2\SC(=S)N(NC(=O)Cc3ccccc3Nc3c(Cl)cccc3Cl)C2=O)cc1	107	94	103	105	107	104	129	106
COc1ccccc1/C=N/N=C(\C)c1nnn(-c2ccc(Cl)cc2)c1C	99	100	101	96	103	95	93	104
O=CNc1cc2c(cc1Br)-c1ccccc1C2O (stereo unspecified)	90	62	81	101	76	99	104	95
O=C(Cc1ccc(CNC(=O)c2ccccc2)cc1)NO	88	99	115	97	80	97	87	108
Cc1ccc(S(=O)(=O)/C(C#N)=C/n2c(=S)[nH]c3ccc([N+](=O)[O-])cc32)cc1	106	99	106	98	89	100	88	100
Brc1ccc2[nH]cc(-c3nonc3-c3c[nH]c4ccccc34)c2c1	49	28	32	27	43	10	28	39
Cc1c(C(=O)/C=C/c2cc3ccccc3n3nnnc23)nnn1-c1ccc(Cl)cc1	88	108	79	96	81	87	90	92
CCOC(=O)c1ccc(NC(=O)CN2CCN(c3cc(=O)[nH]c4ccc(F)cc34)CC2)cc1	106	103	112	103	109	110	107	100
COc1cc2c3c(cccc3c1)C(=O)N(CCN1CCCC1)C2=O	12	.	-8.4*	4.5*	26	4.0*	2.4*	19
Cc1ccc(C(=O)NNC(=O)CSc2nc3c(c(=O)[nH]2)CCCC3)cc1	105	102	95	105	97	106	92	99
CC1CCCN1Cc1nc2ccc(NC(=O)c3ccc4c(cnn4C)c3)cc2[nH]1 (stereo unspecified)	77	91	96	93	94	95	86	26
N/C(=N\C(N)=N\c1nc2ccccc2s1)c1ccccc1Br	101	96	107	86	73	88	80	99
O=c1cc(Cn2cc(CSc3nc4ccccc4o3)nn2)c2ccc3ccccc3c2o1	121	97	112	98	104	100	99	102
COc1cc(-c2nc(-c3ccccc3)[nH]c2-c2ccnc(NCCCNS(=O)(=O)c3cccc4ccccc34)n2)ccc1F	69	91	151	57	142	76	89	72

Arranged by formula weight (largest number first): some entries from above.
SMILES	RPMI-8226	EKVX	HOP-92	MOLT-4	HOP-62	K-562	SR	CCRF-CEM
Cc1c(C(=O)/C=C/c2cc3ccccc3n3nnnc23)nnn1-c1ccc(Cl)cc1	88	108	79	96	81	87	90	92
CCCCCCCCCCCCCCCC1=NCC[N+]1(CCO)CCO	.	72	5.2*	43	58	1.4*	.	.
Cc1nc2c(ccc3ccccc32)s1	100	110	94	103	103	115	91	86

Compound activity (PubChem)
